DUSP3 inh – inhibitors of human VHR1 phosphatase (DUSP3); recombinant VHR phosphatase, pNPP absorbance; inhibition, % at 13.3 µM; 290,000 tested, 0.52% active; AID 1654; in the data active = inhibition above about 50%; also: some compounds called inactive have numbers as strong as hits
Target sequence (P51452 whole entry, looked up): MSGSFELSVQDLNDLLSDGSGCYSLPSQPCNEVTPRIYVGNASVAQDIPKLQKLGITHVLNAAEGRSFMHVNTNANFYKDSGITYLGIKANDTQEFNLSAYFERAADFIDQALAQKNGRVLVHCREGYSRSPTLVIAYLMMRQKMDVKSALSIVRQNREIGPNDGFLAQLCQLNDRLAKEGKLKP
MazF activator – increases E. coli MazEF RNase cleavage of RNA; P0AE70; FAM/BHQ RNA-DNA oligo cleavage fluorescence, 5 h; activation, % at 20 µM; 350,000 tested, 0.32% active; AID 504720; in the data active = activation above about 50%
SARS 3CLpro inh – SARS-CoV 3CLpro protease inhibition; P0C6X7; recombinant SARS-CoV 3CLpro, quenched FRET peptide cleavage; inhibition, % at 6 µM; 290,000 tested, 0.14% active; in the data active = inhibition above about 12%
TcdB inh – blocks C. difficile toxin B glycohydrolase activity; P18177; TcdB glycohydrolase enzymatic assay, plate reader; inhibition, % at 9.99 µM; 350,000 tested, 0.24% active; AID 652162; in the data active = inhibition above about 10%
Vc quorum ag – induces V. cholerae light production without autoinducers | V. cholerae BH1578 lux reporter, luminescence, 6 h | activation, % at 18.7 µM | 350,000 tested, 0.16% active | AID 588436; in the data active = activation mostly above about 9.7%, no sharp cut-off; also: not every result past the cut was called active; inactives centre near 0; reference of the scale not given here
Anthrax LF prot – inhibitors of Bacillus anthracis lethal factor protease; P15917; multiplex microsphere protease cleavage assay, LF; inhibition, % at 10 µM; 360,000 tested, 0.12% active; AID 588501; in the data active = inhibition above about 30%; also: plate controls were buffer without enzyme for full effect and enzyme alone for no effect
Target sequence (P15917 whole entry, looked up): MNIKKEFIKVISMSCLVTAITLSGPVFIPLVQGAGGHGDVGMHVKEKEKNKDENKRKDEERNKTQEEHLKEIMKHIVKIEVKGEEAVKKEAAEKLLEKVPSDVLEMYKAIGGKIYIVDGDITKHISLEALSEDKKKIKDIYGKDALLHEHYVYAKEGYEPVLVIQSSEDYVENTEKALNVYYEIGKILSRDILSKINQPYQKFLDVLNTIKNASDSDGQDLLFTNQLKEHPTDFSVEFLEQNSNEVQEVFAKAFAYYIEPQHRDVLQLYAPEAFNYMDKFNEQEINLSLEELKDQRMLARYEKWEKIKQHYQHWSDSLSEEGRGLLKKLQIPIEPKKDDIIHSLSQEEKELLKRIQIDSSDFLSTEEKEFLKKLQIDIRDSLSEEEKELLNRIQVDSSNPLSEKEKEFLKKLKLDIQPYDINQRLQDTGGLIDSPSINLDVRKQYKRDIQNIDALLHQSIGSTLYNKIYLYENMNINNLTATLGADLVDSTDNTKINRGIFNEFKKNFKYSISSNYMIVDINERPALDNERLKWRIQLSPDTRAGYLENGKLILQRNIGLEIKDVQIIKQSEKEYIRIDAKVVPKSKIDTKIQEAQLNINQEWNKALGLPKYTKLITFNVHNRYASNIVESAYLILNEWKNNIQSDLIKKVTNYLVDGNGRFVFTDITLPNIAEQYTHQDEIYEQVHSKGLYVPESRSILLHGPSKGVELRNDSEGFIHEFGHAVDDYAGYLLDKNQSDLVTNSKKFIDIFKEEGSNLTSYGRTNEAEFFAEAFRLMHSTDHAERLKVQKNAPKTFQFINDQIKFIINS
PfHsp40 rescue – restores yeast growth despite PfHsp40 toxicity; 340,000 tested, 0.68% active; growth rescue, % at 12.5 µM; S. cerevisiae expressing PfHsp40, growth rescue, ATP luminescence; AID 504582; in the data active = growth rescue above about 28%, passing the limit was not always enough;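 also: yeast W303a lacking pdr1 and pdr3 grown in galactose medium; growth measured after three days at 30 °C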
PriA SSB inh – blocks PriA binding to SSB C-terminal tail. AID 1272365. inhibition, % at 33 µM. 430,000 tested, 0.6% active. AlphaScreen SSBct-PriA binding, biotinylated peptide; in the data active = inhibition mostly above about 37%, no sharp cut-off; inactive = mostly below about 20%;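 also: plate controls were negative control peptide for no effect and reference peptide for full effect; strong numbers were not always called active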
Rv3671c protease – inhibits the M. tuberculosis serine protease Rv3671c; 320,000 tested, 0.048% active; inhibition, % at 5.96 µM; AID 2606; in the data active = inhibition above about 38%;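 also: extracellular domain of Rv3671c used as enzyme; 0% = enzyme with DMSO and 100% = no enzyme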
Yp Topo-I inh – inhibitors of Yersinia pestis topoisomerase I; AID 504884; 360,000 tested, 0.064% active; Y. pestis Topo-I cleavage product accumulation, plate reader; activity, % at 10 µM; in the data active = activity above about 50%, passing the limit was not always enough; also: inactives centre near 2
Active calls of the source: *; i = inactive; . = not tested or not shown; & = joins results of further samples. An excerpt (hit frequency here may not be typical).

SMILES,DUSP3 inh,MazF activator,SARS 3CLpro inh,TcdB inh,Vc quorum ag,Anthrax LF prot,PfHsp40 rescue,PriA SSB inh,Rv3671c protease,Yp Topo-I inh
O=C(NCc1ccc2c(c1)OCO2)C1CCC(CNS(=O)(=O)c2ccc(Cl)cc2)CC1 (centres undefined),23,-31,-6,-0.4,i,-5,-0.6,-12,-4,0
CCOC(=O)c1ccc(NC(=O)COC(=O)c2cccc(Oc3ccccc3)c2)cc1,-8,-5,-1,0.2,-0.3,-2,1.7,-2,-187,2
O=S(=O)(NC1CCCCCCC1)c1ccccc1,-3,1,-6,1.3,-0.3,24,3.1,-15,-2,3
O=C(O)Cn1c(SCCOc2ccccc2F)nc2ccccc21,16,-1,-4,.,i,-1,-1.1,-8,2,-6
COc1ccccc1Nc1nc2ccc(C)cc2n2cnnc12,6,-12,-3,-1.0,-0.5,4,2.6,-7,-11,16
CCOC(=O)c1ccc(NC(=O)CSC(=S)N2CCOCC2)cc1,41,-1,-1,0.7,-0.5,2,0.3,0,-7,-6
Cc1ccc(S(=O)(=O)N2CCC(C(=O)NCCC3=CCCCC3)CC2)cc1C,.,5,.,-0.6,i,.,0.0,-11,3,51*
CCOc1ccc(NS(=O)(=O)c2ccc3c(c2)CCN3C(=O)C2CCC2)cc1,-11,7,1,0.6,2.5,-3,-0.6,-7,-4,27
COc1ccccc1NC(=O)CSc1nncn1N,22,-6,3,0.9,i,0,-1.4,-3,.,-5
Nc1c(C(=O)NCc2ccco2)nnn1CC(=O)Nc1ccccc1,-8,-4,0,.,0.4,-6,-1.4,0,-5,-4
O=C(Nc1ccc(N2CCCC2)cc1)c1ccc2ccccc2c1,7,-7,2,-0.6,-0.3,-4,1.0,4,-14,-30
CC(OC(=O)C1=COCCO1)C(=O)c1ccc(C(C)(C)C)cc1 (centres undefined),.,-1,.,2.1,-0.9,2,-0.2,-25,.,-11
CN(C)c1ccc(C2NC(=O)c3ccccc3N2)cc1 (centres undefined),16,-8,-1,0.1,i,25,1.0,-10,1,-2
CCOC(=O)C1CCCN(C(=O)COc2ccc(N(C)S(=O)(=O)c3ccc(C)cc3)cc2)C1 (centres undefined),-5,1,6,1.5,-0.2,-12,-0.7,3,0,-1
O=C(CSc1nncs1)Nc1ccc(Cl)cc1C(F)(F)F,.,4,.,-1.2,i,-3,-0.7,-11,8,1
O=C(NC1CCCC1)C(c1ccccc1)N(C(=O)c1ccco1)C1CCCC1 (centres undefined),4,6,0,.,-0.3,1,2.9,-7,-4,4
CCOC(=O)CN1C(=O)C(=O)c2cc(C)ccc21,36,1,-3,.,2.8,3,1.3,-9,-2,-8
O=C(NC1CCN(C(=S)NCc2ccco2)CC1)c1ccc(F)cc1,13,7,0,.,i,-7,0.1,5,6,10
C=CC[C@H](CC(=O)NCCO)C(=O)NC[C@@H](OC(=O)[C@@H](CC=C)CC(=O)OC(C)(C)C)c1ccccc1,.,11,.,2.1,i,13,-1.9,3,-2,9
CSc1nc(C)c(C(=O)Nc2ccccc2)c(C)c1C#N,-2,1,3,0.2,i,-1,0.7,-13,8,1
CCOc1cc2[nH]c(=S)n(CCN3CCCCC3CC)c(=O)c2cc1OCC (centres undefined),-10,-1,-9,.,-1.2,-9,-0.1,10,1,17
COCCNC(=O)c1ccccc1NC(=O)Nc1ccccc1,10,-14,2,0.5,0.6,0,0.1,-5,1,-8
CC(=O)N1CCN(Cc2nc3cc(NC(=O)c4ccc(Cl)cc4)ccc3n2C)CC1,-4,-2,0,2.4,i,-1,-2.1,-17,-3,20
CC1(C(=O)O)CCN1C(=O)COc1ccc(Cl)cc1 (centres undefined),.,.,.,-0.9,i,2,.,.,.,6
CCc1nnc(NC(=O)CCNC(=O)c2ccco2)s1,70,-16,-2,2.5,1.4,0,-0.2,-15,12,1
O=C(CSc1nnc(C2CC2)n1C1CC1)N1CCN(c2ccc(O)cc2)CC1,.,-3,.,-2.9,i,-6,.,.,.,11
Cc1nc2nc(SCC(N)=O)[nH]c2cc1Br,4,-4,-2,.,-0.7,1,-0.5,-7,-4,1
OC(COc1ccc(OCc2ccccc2)cc1)CN1CCOCC1 (centres undefined),12,-5,-4,1.0,-5.9,-2,-1.4,7,-8,5
CC(C)CCNC(=S)Nc1ccc2nc3n(c(=O)c2c1)CCCCC3,0,0,1,-0.5,-0.2,1,0.5,1,7,22
O=C(Nc1ccc(N2CCN(C(=O)c3ccccc3)CC2)c(Cl)c1)c1cccnc1,21,8,2,.,i,6,4.0,9,0,10
O=C(c1ccc(CSc2nc3ccncc3[nH]2)cc1)N1CCCCC1,-4,5,4,-6.7,.,3,0.9,-4,-3,5
CCC(C)(C(=O)NC1CCCCC1)N(C(=O)c1ccccn1)c1ccc(C)cc1 (centres undefined),42,3,-1,.,4.3,-4,-0.2,-6,0,3
Cc1ccc(SCC(=O)NCCCN2CCOCC2)cc1,10,7,2,.,i,-9,-2.0,-5,-2,6
Cc1cccc(NC(=O)c2ccc3[nH]c(=O)c(=O)[nH]c3c2)n1,-4,6,-5,0.9,-2.2,1,0.5,-4,-1,-11
CC(C)OCCCn1c(SCC(=O)Nc2ccccc2C(F)(F)F)nc2nccnc2c1=O,-36,8,0,1.4,i,2,0.5,-2,-3,6
COc1ccc(C2NCCC3(O)CCCCC23)c(OC)c1OC (centres undefined),28,8,7,.,-0.3,-9,0.9,-8,-6,-2
Cc1occc1C(=O)N1N=C(C2CC2)CC1(O)C(F)(F)F (centres undefined),26,-3,-8,.,-25,-3,-0.5,-1,4,-3
COc1ccc(CCNC(=O)c2ccc(CS(=O)Cc3ccc(Cl)cc3)o2)cc1OC (centres undefined),6,4,-4,2.3,i,-1,0.1,10,-5,15
CCc1nn(C(C)C(=O)N2CCN(c3ccc(OC)cc3)CC2)c(=O)c2cc3occc3n12 (centres undefined),1,3,-5,-1.5,-0.3,0,112*,1,-6,32
COc1cc2ccccc2cc1C(=O)Nc1ccc(C)cc1,-16,-27,-2,0.3,i,-8,2.1,-55,1,-4
O=S1(=O)C=C(SCCN2CCCCC2)c2ccccc21,15,-1,-1,.,-3.1,2,0.1,-4,3,2
COc1cc(CN2CCNC(=O)C2CC(=O)N(C)CCN2CCOCC2)cc(OC)c1 (centres undefined),-24,-2,-4,-1.4,0.1,2,-1.3,6,.,-1
CCC(C)[C@H]1CNCCN1CCC12CC3CC(CC(C3)C1)C2 (some centres undefined),.,-1,.,0.7,-11,-13,-1.0,-7,-2,6
CCOc1nc2c(c(=O)n(C)c(=O)n2C)n1Cc1ccccc1Cl,-6,2,-2,.,i,1,-1.0,2,-1,10
COc1ccc(N2C(=O)CC(NNC(=O)c3cc(C)oc3C)C2=O)cc1 (centres undefined),-2,2,-3,-3.7,-0.3,0,-2.0,-2,2,4
Cc1ccc(OCc2ccc(C(=O)NN)o2)c([N+](=O)[O-])c1,32,9,-1,-8.0,-0.7,9,0.4,-7,-11,6
O=C(NCCCN1CCOCC1)/C(=C/c1ccco1)NC(=O)c1ccccc1,-9,4,1,0.5,-5.6,2,0.2,9,-4,4
CC(=O)Nc1ccc(C=CC(=O)c2ccc([N+](=O)[O-])cc2)cc1,.,5,.,-0.1,i,3,.,.,.,-2
O=C(NCCCn1ccnc1)c1cc(-c2cccnc2)nc2ccc(Br)cc12,26,9,-2,1.1,-1.4,-9,-0.7,6,4,-3
COc1ccc(Cl)cc1-c1cc(C(=O)Nc2cc(OC)c(OC)c(OC)c2)[nH]n1,.,.,.,0.3,-1.0,4,.,.,.,-3
COc1ccc(S(=O)(=O)N2CCN(CC(=O)N3CCOCC3)CC2)cc1OC,.,3,.,1.0,-0.5,-5,.,1,-1,9
O=c1ccc(S(=O)(=O)N2CCCC2)cn1Cc1ccc(Cl)cc1Cl,.,-2,.,-5.2,i,0,-1.1,-5,2,14
O=C(NCc1ccc(C(F)(F)F)cc1)c1cccc2c(-c3ccc(F)c(F)c3)coc12,.,.,.,-0.5,0.0,-3,.,.,.,13
Cc1nnc(SCC(=O)Nc2nccs2)n1C(C)C,2,1,1,0.1,i,-3,0.1,4,-10,-4
C[C@H]1CN([C@@H](C)CO)C(=O)c2cccc(NC(=O)Nc3ccc(C(F)(F)F)cc3)c2O[C@H]1CN(C)C,.,2,.,-0.4&0.3,-0.5,-6,0.3,-10,-1,-1
NC(c1csc(Nc2cnccn2)n1)C1CCCCC1 (centres undefined),.,.,.,1.1,-1.0,-3,.,.,.,4
CC(C)Cn1cnc2c(Sc3c([N+](=O)[O-])ncn3C)nc(N)nc21,.,14,.,-6.4,0.8,5,-0.8,-1,.,1
Cc1cc(SCC#N)n2nc(C)c(-c3ccccc3)c2n1,36,5,-1,1.2,i,-5,6.3,-19,3,-6
O=C(CNC(=O)c1ccc(Br)o1)NCC(=O)OCc1ccccc1,.,4,.,0.2,-0.7,0,-0.3,-6,-2,-6
CCSc1nnc(SCC(=O)Nc2cc(C)on2)s1,.,-6,.,0.9,i,2,0.7,5,0,1

Fetched by structure from the entries so far (2):
SMILES,DUSP3 inh,MazF activator,SARS 3CLpro inh,TcdB inh,Vc quorum ag,Anthrax LF prot,PfHsp40 rescue,PriA SSB inh,Rv3671c protease,Yp Topo-I inh
O=C(NCc1ccc(C(F)(F)F)cc1)c1cccc2c(-c3ccc(F)c(F)c3)coc12,.,.,.,-0.5,0.0,-3,.,.,.,13
Cc1nnc(SCC(=O)Nc2nccs2)n1C(C)C,2,1,1,0.1,i,-3,0.1,4,-10,-4

No new results follow: entries from further up.
SMILES,DUSP3 inh,MazF activator,SARS 3CLpro inh,TcdB inh,Vc quorum ag,Anthrax LF prot,PfHsp40 rescue,PriA SSB inh,Rv3671c protease,Yp Topo-I inh
CC(=O)Nc1ccc(C=CC(=O)c2ccc([N+](=O)[O-])cc2)cc1,.,5,.,-0.1,i,3,.,.,.,-2
O=C(NCCCn1ccnc1)c1cc(-c2cccnc2)nc2ccc(Br)cc12,26,9,-2,1.1,-1.4,-9,-0.7,6,4,-3
COc1ccc(Cl)cc1-c1cc(C(=O)Nc2cc(OC)c(OC)c(OC)c2)[nH]n1,.,.,.,0.3,-1.0,4,.,.,.,-3
COc1ccc(S(=O)(=O)N2CCN(CC(=O)N3CCOCC3)CC2)cc1OC,.,3,.,1.0,-0.5,-5,.,1,-1,9
O=c1ccc(S(=O)(=O)N2CCCC2)cn1Cc1ccc(Cl)cc1Cl,.,-2,.,-5.2,i,0,-1.1,-5,2,14
O=C(NCc1ccc(C(F)(F)F)cc1)c1cccc2c(-c3ccc(F)c(F)c3)coc12,.,.,.,-0.5,0.0,-3,.,.,.,13
Cc1nnc(SCC(=O)Nc2nccs2)n1C(C)C,2,1,1,0.1,i,-3,0.1,4,-10,-4
C[C@H]1CN([C@@H](C)CO)C(=O)c2cccc(NC(=O)Nc3ccc(C(F)(F)F)cc3)c2O[C@H]1CN(C)C,.,2,.,-0.4&0.3,-0.5,-6,0.3,-10,-1,-1
NC(c1csc(Nc2cnccn2)n1)C1CCCCC1 (centres undefined),.,.,.,1.1,-1.0,-3,.,.,.,4
CC(C)Cn1cnc2c(Sc3c([N+](=O)[O-])ncn3C)nc(N)nc21,.,14,.,-6.4,0.8,5,-0.8,-1,.,1
Cc1cc(SCC#N)n2nc(C)c(-c3ccccc3)c2n1,36,5,-1,1.2,i,-5,6.3,-19,3,-6
O=C(CNC(=O)c1ccc(Br)o1)NCC(=O)OCc1ccccc1,.,4,.,0.2,-0.7,0,-0.3,-6,-2,-6
CCSc1nnc(SCC(=O)Nc2cc(C)on2)s1,.,-6,.,0.9,i,2,0.7,5,0,1

High-throughput results deposited in PubChem by several laboratories.
